Assay outcomes deposited in PubChem BioAssay by National Center for Advancing Translational Sciences (NCATS).
Abeta yeast res: A-beta toxicity reversal in yeast; yeast expressing A-beta42, growth rescue, OD600, 48 h; response scale: 0% DMSO, 100% iron-clioquinol control; Potency, µM (top dose mostly 46.1 µM), inactives show at the highest dose growth rescue, usual class: activators; actives 0.063% (n = 410,000); AID 1347071; also: potency is read from the fitted curve at half-maximal effect; nearly all actives have a fitted effect of over 55% in size
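Growth rescue measured by 600 nm absorbance after 48 h yeast culture at 30 C with compound. Values normalized between DMSO and an equimolar ferric chloride plus clioquinol control.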
EPAC1 ag: EPAC1 (human) agonism; actives 0.073% (n = 360,000); Potency, µM (doses to about 154 µM), without a hit: at the top dose activation, hits mostly activators; EPAC1 agonist qHTS, biochemical assay; response scale: 100% = response to 6.5 mM cAMP; O95398; also: potency is read from the fitted curve at half-maximal effect; nearly all actives have a fitted effect of over 60% in size
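Nucleotide exchange assay: 100 nM EPAC1 with 250 nM Rap1B loaded with BODIPY-GDP and 50 uM GDP, room temperature. Fluorescence (480/540 nm) read every 5 min for 30 min; signal change normalized to 6.5 mM cAMP as full agonist.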
FUS suppressor: rescues growth of FUS-expressing yeast; S. cerevisiae FUS-expressing, growth rescue, OD600, 24 h; Potency, µM (doses to about 76.6 µM), without a hit: top-dose growth rescue (activation), actives largely listed as activators; actives 0.24% (n = 390,000); AID 1347120;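 also: potency is read from the fitted curve at half-maximal effect; plate controls were DMSO vehicle for no effect and reference control for full effect; nearly all actives have a fitted effect of over 55% in size; some results filed as inactive show a strong effect at the top dose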
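Restored growth of FUS-toxic S. cerevisiae, read as 600 nm absorbance after 24 h at 30C in galactose medium (starting OD 0.005). Controls CP55940 and DMSO.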
IL-2 act: IL-2 activation. IL-2 activation reporter assay, cell-based qHTS; stimulated with anti-CD3/CD4/CD28 beads; in transgenic mouse T cells. actives 0.065% (n = 360,000). activation, % (series mostly up to about 46 µM). AID 652025; in the data active = activation above about 50%; inconclusive = mostly about 30% to 49%; also: 0% is about no effect
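Unstimulated transgenic mouse T cells; 60-min compound exposure; bead-based TCR/CD4/CD28 stimulation; 18 h culture, 37 degrees C; dual fluorescence (EGFP, DsRed) plate cytometry.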
PLK1 PBD block: inhibitors of human PLK1 polo-box domain binding | AID 720504 | P53350 | Plk1 PBD binding of FITC phosphopeptide, fluorescence polarization | actives 2.8% (n = 360,000) | Potency, µM, for the others: max response, negative = inhibition, usual class: inhibitors; also: potency is read from the fitted curve at half-maximal effect; series mostly up to about 57 µM; % is scaled to controls: 0 for no effect and ±100 for the full control effect; nearly all actives have a fitted effect of over 65% in size
Target sequence (P53350 whole entry, looked up, the tested form may be a part): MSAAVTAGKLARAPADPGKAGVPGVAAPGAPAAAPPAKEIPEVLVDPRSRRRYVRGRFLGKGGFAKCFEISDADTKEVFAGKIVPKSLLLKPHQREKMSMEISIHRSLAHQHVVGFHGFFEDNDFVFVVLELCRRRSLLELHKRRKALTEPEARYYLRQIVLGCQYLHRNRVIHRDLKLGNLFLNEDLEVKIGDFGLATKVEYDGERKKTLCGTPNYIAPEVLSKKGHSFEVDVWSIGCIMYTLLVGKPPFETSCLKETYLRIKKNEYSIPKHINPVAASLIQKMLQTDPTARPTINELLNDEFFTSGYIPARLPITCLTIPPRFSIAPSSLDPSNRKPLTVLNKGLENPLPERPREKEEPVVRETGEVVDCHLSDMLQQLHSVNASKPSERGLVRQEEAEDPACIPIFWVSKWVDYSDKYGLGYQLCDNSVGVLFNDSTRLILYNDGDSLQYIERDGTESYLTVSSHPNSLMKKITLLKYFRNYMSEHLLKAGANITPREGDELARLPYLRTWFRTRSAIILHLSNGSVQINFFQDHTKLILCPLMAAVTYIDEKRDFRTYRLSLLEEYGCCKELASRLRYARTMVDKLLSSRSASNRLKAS
PI5P4K alpha inh: blocks human PI5P4K alpha kinase activity. max response, %. P48426. actives 1.2% (n = 330,000). PI5P4Kalpha enzyme, ADP-Glo luminescence, 60 min; active compounds read low; active = max response of -50% or lower; inconclusive = between -30% and -50%; inactive = -30% or higher; also: value at the top dose of about 77 µM; % is scaled to controls: 0 for no effect and ±100 for the full control effect
Target sequence (P48426 whole entry, looked up): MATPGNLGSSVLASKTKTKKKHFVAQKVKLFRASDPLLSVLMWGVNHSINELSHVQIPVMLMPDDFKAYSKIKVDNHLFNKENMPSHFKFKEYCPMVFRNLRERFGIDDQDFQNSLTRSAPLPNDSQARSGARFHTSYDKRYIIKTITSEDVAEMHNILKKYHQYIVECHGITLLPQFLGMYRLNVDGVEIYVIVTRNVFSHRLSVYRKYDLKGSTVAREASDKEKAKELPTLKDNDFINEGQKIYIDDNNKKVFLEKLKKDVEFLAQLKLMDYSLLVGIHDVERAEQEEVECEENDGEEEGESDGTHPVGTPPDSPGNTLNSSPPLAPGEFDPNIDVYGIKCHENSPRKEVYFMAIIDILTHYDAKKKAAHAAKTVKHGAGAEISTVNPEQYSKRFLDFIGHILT
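ADP-Glo luminescence end-point after a 60 min room-temperature kinase reaction. PI5P4Kalpha and substrate in HEPES pH 7.4 buffer with EGTA, 0.1% CHAPS and 5% DMSO; ATP at 5 microM final.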
WRN inhibitor: inhibitors of human WRN helicase. Q14191. WRN helicase unwinding, fluorescent forked duplex, kinetic. Potency, µM (series often up to 114 µM), without a hit: at the highest dose activity change, negative = inhibition, actives largely listed as inhibitors. actives 0.46% (n = 360,000). AID 651768; also: potency is read from the fitted curve at half-maximal effect; % is scaled to controls: 0 for no effect and ±100 for the full control effect; nearly all actives have a fitted effect of over 55% in size
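Kinetic red-fluorescence monitoring (525/598 nm) tracks WRN helicase activity after 100 nM fluorophore-quencher forked duplex and 2 mM ATP are added to 20 nM enzyme pretreated 15 min at room temperature with compound.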
aSyn yeast inh: inhibitors of alpha-synuclein toxicity in yeast; Yeast expressing alpha-synuclein, growth rescue, BacTiter-Glo, 24 h; Potency, µM (top dose mostly 46.1 µM), for inactives: at the top dose growth rescue (activation), actives largely listed as activators; actives 0.14% (n = 370,000); also: potency is read from the fitted curve at half-maximal effect; % of control where 0% means no effect; nearly all actives have a fitted effect of over 65% in size
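Rescue of yeast growth: cells expressing toxic alpha-synuclein, induced in galactose at OD600 0.02, incubated with compound 24 h at 30 C. ATP luminescence quantified growth; inhibitors of toxicity appear as activators.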
EPAC1 antag: antagonists of human EPAC1; EPAC1 GEF assay, Rap1b-BODIPY-GDP exchange fluorescence; Potency, µM (doses to about 115 µM), for the others: at the top dose activity change, negative = inhibition, most hits filed as inhibitors; actives 0.14% (n = 360,000); O95398;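 also: potency is read from the fitted curve at half-maximal effect; plate controls were vehicle for no effect and positive control for full effect; nearly all actives have a fitted effect of over 50% in size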
* = called active by the depositor; ? = inconclusive; · = not tested or not shown; [ ] = remark or other dose. Unless noted, calls follow the shape of the dose curve; as a rule, active = well fitted curve in the direction sought with a large enough effect; inconclusive = small, poorly fitted or top-dose-only effect, or another doubt; inactive = no such curve, though single readings can be large; an effect the other way counts as inactive or inconclusive. Rows were taken by chance; 4.1% or so of the library scored in one or more.

SMILES	Abeta yeast res	EPAC1 ag	FUS suppressor	IL-2 act	PLK1 PBD block	PI5P4K alpha inh	WRN inhibitor	aSyn yeast inh	EPAC1 antag
COc1ccc(/C=C/C(=O)OCc2csc(-c3ccccc3)n2)cc1OC	3%	9%	20%	0.6	-10%	24	1%	0%	-22%
Cc1c(C#N)c(N)nc2c3c(sc12)NC(=O)CC3c1ccc(F)cc1 (stereo not drawn)	-7%	-8%	·	-0.6	-3%	0	-4%	-2%	10%
Cc1ccc(NC(=O)CC(=O)c2ccc([N+](=O)[O-])cc2)cc1S(=O)(=O)Nc1cccc(Cl)c1	-11%	8%	27%	-3.8	-20%	?	-4%	-5%	-20%
CCOc1ccc(N=c2oc3cc(O)ccc3cc2C(=O)NCC2CCCO2)cc1 (stereo not drawn)	1%	6%	3%	-0.1	-8%	·	2%	-2%	0%
O=C(CNc1ccc(F)cc1)N/N=C1\CCCc2ccccc21	9%	3%	-4%	-4.4	?	-2	7%	0%	2%
COc1cccc(C(=O)N/N=c2/oc3ccccc3cc2C(N)=O)c1	-8%	0%	1%	-0.8	-1%	7	-16%	3%	-13%
CN1CCN(C(=O)c2ccc3c(c2)NC(=O)C(C)(C)O3)CC1	4%	1%	12%	-2.0	-7%	·	-3%	-2%	-4%
Cc1noc(NS(=O)(=O)c2ccc(N/C=C\C(=O)c3ccc4c(c3)OCO4)cc2)c1C	-1%	0%	12%	3.9	-21%	·	?	5%	-9%
Cn1c(=O)cc(SCC(=O)NCC2CCCO2)c2ccc(Cl)cc21 (stereo not drawn)	3%	5%	-8%	-0.6	1%	3	-3%	2%	0%
CC(C)CCn1c(=O)c(C(=O)N/N=C/c2cccc(F)c2)c(O)c2ccccc21	8%	1%	1%	-2.1	0%	2	-6%[57.1 µM]	9%	-7%
Cc1onc(-c2ccccc2Cl)c1C(=O)N1CCCCC1C (stereo not drawn)	-10%	3%	45%	1.3	-10%	-6	9%	-19%	16%
COc1ccc2c(c1)c(C(=O)N/N=C/c1cn(C)c3ccccc13)c(C)n2C	-9%	10%	9%	0.6	0%	0	-10%	-1%	5%
CCCCN1C(=O)C(CC(=O)NC2CC2)CC(C(=O)N2CCOCC2)=C1C (stereo not drawn)	-5%	-2%	-15%	0.7	-1%	2	6%	0%	12%
CCCCNC(=O)C1CCCNC1=O (stereo not drawn)	-12%	7%	-18%	2.1	-11%	·	1%	-4%	-13%
CC1=C(C(=O)Nc2ccccc2)C(c2ccc(C)o2)n2c(s/c(=C\c3ccco3)c2=O)=N1 (stereo not drawn)	-3%	-4%	?	1.6	0%	-17	-7%	-8%	-9%
CCOc1ccc(N2C(=O)C3CCCN3C2=O)cc1 (stereo not drawn)	0%	-11%	-6%	0.7	-12%	9	-2%	-2%	-8%
Cn1c(CCN2CCN(c3ccccn3)CC2)nc2cc(NC(=O)COc3ccccc3)ccc21	-10%	-14%	0%	0.2	1%	-12	3%	6%	-12%
COCCCN1C(=O)C(O)=C(C(=O)c2ccco2)C1c1ccccc1 (stereo not drawn)	21%	-5%	3%	0.8	0%	2	-2%	4%	9%
O=C(Cc1ccccc1)NCC1CCCO1 (stereo not drawn)	15%	4%	2%	-0.9	1%	·	-3%	2%	3%
COc1ccc(-c2csc(Nc3ccccn3)n2)cc1OC	20%	5%	33%	-0.8	-12%	-1	-30%	-3%	-19%
CCOc1ccccc1C(=O)N(CCC(=O)OC)c1ccccn1	-4%	-8%	15%	-2.5	0%	11	-2%	5%	6%
c1ccc(COc2ccc(OCCCN3CCCCC3)cc2)cc1	7%	5%	8%	-2.4	-19%	-3	-2%	1%	-13%
COc1ccc(Br)cc1-c1nc(CCl)cs1	-15%	8%	-23%	0.1	-16%	0	-9%	4%	-14%
O=C(C/C(=N\NC(=O)c1ccccc1Br)C(F)(F)F)c1cccs1	2%	-6%	·	-0.5	-19%	-7	-7%	-2%	-19%
CCOC(=O)c1csc(CCNC(=O)c2ccccc2)n1	3%	0%	-7%	1.7	-2%	0	4%	2%	0%

More compounds follow.
SMILES	Abeta yeast res	EPAC1 ag	FUS suppressor	IL-2 act	PLK1 PBD block	PI5P4K alpha inh	WRN inhibitor	aSyn yeast inh	EPAC1 antag
CCOc1ccc(-n2c(SCC(=O)NC3CCS(=O)(=O)C3)nnc2-c2cccnc2)cc1 (stereo not drawn)	-16%	15%	2%	-0.6	-4%	5	-11%	-12%	-9%
CCOC(=O)Cc1nnc(NC(=O)CSc2ccccc2)s1	-6%[9.22 µM]	13%	-24%	1.3	?	-4	-30%	3%	-8%
O=C(OCC(=O)N1CCc2ccccc21)c1ccc([N+](=O)[O-])o1	-75%[inhibitor]	-14%	-4%	1.8	-18%	-1	14%	-8%	-15%
N/C(=N\OS(=O)(=O)c1cc(Cl)ccc1Cl)c1ccncc1	-2%	5%	3%	-0.4	-6%	8	-1%	·	-3%
CNC(=O)C1CCN(S(=O)(=O)c2c(C)noc2/C=C/c2cccc(OC)c2)CC1	3%	-1%	5%	-1.8	-10%	7	-8%	2%	-27%
COc1cc(NC(=O)CCc2nnc3ccc(N4CCN(c5cccc(OC)c5)CC4)nn23)cc(OC)c1	·	1%	-5%	2.6	4%	1	-3%	5%	1%
CC(C)(C)C(c1nc2ccccc2[nH]1)n1c(-c2cc(Cl)cc(Cl)c2)nc2ccccc21 (stereo not drawn)	?	-2%	27%	0.1	7%	4	-9%	-8%	-10%
CCN(CC)S(=O)(=O)c1ccc(Cl)c(C(=O)NC2CCCC2)c1	4%	0%	3%	1.0	-2%	3	2%	-1%	-20%
CSc1nnc(Cc2ccc3c(c2)OCO3)o1	2%	-11%	-4%	-4.0	0%	-3	7%	-14%	6%
CC1C(=O)N2CCCc3cc(S(=O)(=O)NCc4ccccc4Cl)cc1c32 (stereo not drawn)	4%	10%	18%	-1.6	-4%	-5	-8%	6%	4%
CC(C)Sc1ncnc2c1oc1ccccc12	-15%	3%	15%	-5.3	-9%	·	7%	-11%	12%
CCOC(=O)c1cc(S(=O)(=O)NCC2CCN(Cc3cccc(C)c3)CC2)cn1C	3%	6%	-20%	-3.3	-14%	6	-9%	2%	-6%
COc1ccc(C2CC(=O)c3cnn(-c4nc(C)cc(C)n4)c3C2)cc1 (stereo not drawn)	-6%	10%	-2%	1.2	-13%	-6	11%	-2%	1%
Brc1ccc(CNCc2cccs2)cc1	11%	-4%	·	1.1	4%	-4	4%	-1%	5%
COc1cccc(NC(=O)Cc2cn(C)c3ccccc23)c1	2%	7%	-12%	-2.4	-9%	-4	-17%[57.1 µM]	11%	-1%
Cc1cccc(C)c1NC(=O)CNC(=O)c1c(-c2ccccc2)noc1C	0%	7%	-20%	-0.6	-6%	-7	-8%	3%	-5%
COc1ccc(NC(=O)C2CC(=O)N/C(=N/N=C/c3ccco3)S2)cc1 (stereo not drawn)	-10%	4%	16%	-0.4	-21%	0	-2%	-1%	-13%
C=CCOc1cccc(C2C(C(=O)c3ccc(C)o3)=C(O)C(=O)N2CCN2CCOCC2)c1 (stereo not drawn)	-24%	-5%	19%	3.7	-19%	2	1%	12%	-19%
Nc1cc(Cl)cc2c1-c1ccc(Cl)cc1C2	-3%	-2%	6%	-0.7	-4%	-8	-2%	-5%	2%
CC(C)N1CCN(Cc2cccs2)CC1CCO (stereo not drawn)	9%	4%	-30%	-0.9	1%	-1	3%	-2%	-16%
OCCCn1c(CCCNc2nc(-c3cccc(Br)c3)cs2)nc2cc(Cl)c(N3CCCCC3)cc21	9%	9%	?	-0.5	-6%	36	-4%	-15%	-12%
Fc1ccccc1CSc1nnc(-c2cnccn2)n1Cc1ccco1	-3%	-5%	·	0.7	-1%	-11	-1%	6%	13%
C=CCc1ccccc1OCC(O)CNC1CCCC1 (stereo not drawn)	-6%	-6%	-21%	0.0	8%	-6	7%	16%	-2%
Cc1ccc(F)cc1NC(=O)/C=C/c1ccc(S(=O)(=O)N2CCOCC2)cc1	1%	0%	-3%	0.2	7%	-5	-5%	11%	-4%
COc1cccc(NC(=O)N[C@@H](Cc2ccccc2)C(=O)O)c1	9%	4%	-6%	-0.5	-7%	-10	-2%	4%	11%
CC(=O)c1cccc(NC(=O)N2CCC(c3nnc(SCC(N)=O)n3C)CC2)c1	-4%	-1%	13%	0.8	-6%	5	4%	-5%	7%
CCCS(=O)(=O)NC(=O)C1(C)CCN(C(=O)/C=C/c2ccccc2)C1 (stereo not drawn)	-16%	1%	-11%	0.0	-5%	-4	-3%	0%	0%
O=C1C=C(c2ccc(OC(F)(F)F)cc2)C[C@@H](c2ccc(Cl)cc2)C1	8%	-6%	8%	-0.4	-10%	7	-2%	-13%	-15%
O=c1nc(Oc2ccccc2)nc2ncccn12	3%	-1%	1%	1.1	-5%	-7	-13%	14%	-22%
COCC(C)NC(=S)N1CCN(c2ccccc2Cl)CC1 (stereo not drawn)	18%	0%	-22%	-0.7	-14%	0	0%	-9%	-1%

Some of the entries so far, with two lines to a compound:
Values in the order – Abeta yeast res, EPAC1 ag, FUS suppressor, IL-2 act, PLK1 PBD block, PI5P4K alpha inh, WRN inhibitor, aSyn yeast inh, EPAC1 antag
> Cc1c(C#N)c(N)nc2c3c(sc12)NC(=O)CC3c1ccc(F)cc1 (stereo not drawn)
 : -7%, -8%, ·, -0.6, -3%, 0, -4%, -2%, 10%
> COc1ccc2c(c1)c(C(=O)N/N=C/c1cn(C)c3ccccc13)c(C)n2C
 : -9%, 10%, 9%, 0.6, 0%, 0, -10%, -1%, 5%

Look-ups from the entries so far:
PLK1 PBD block with `O=C(OCC(=O)N1CCc2ccccc21)c1ccc([N+](=O)[O-])o1` stands at -18%
EPAC1 ag with `CSc1nnc(Cc2ccc3c(c2)OCO3)o1` stands at -11%
